Assay outcomes (PubChem)
Kir21 block: Kir2.1 (mouse) channel inhibition; P35561; HEK293-Kir2.1, FluxOR thallium flux fluorescence; hits give low values; B-score at 10 µM; actives 0.85% (n = 310,000);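 active means fluorescence ratio B-score at or below minus 3 SD of library scores, with starting-brightness B-score within 2 SD, cut at about -4.2 in these data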;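 further: channel flux triggered by added potassium and thallium sulfate stimulus; B-score of peak minus minimum fluorescence over baseline after thallium stimulus; more negative B-score means stronger Kir2.1 block with less thallium influx; some compounds called inactive have numbers as strong as hits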
Target sequence (P35561 whole entry, looked up): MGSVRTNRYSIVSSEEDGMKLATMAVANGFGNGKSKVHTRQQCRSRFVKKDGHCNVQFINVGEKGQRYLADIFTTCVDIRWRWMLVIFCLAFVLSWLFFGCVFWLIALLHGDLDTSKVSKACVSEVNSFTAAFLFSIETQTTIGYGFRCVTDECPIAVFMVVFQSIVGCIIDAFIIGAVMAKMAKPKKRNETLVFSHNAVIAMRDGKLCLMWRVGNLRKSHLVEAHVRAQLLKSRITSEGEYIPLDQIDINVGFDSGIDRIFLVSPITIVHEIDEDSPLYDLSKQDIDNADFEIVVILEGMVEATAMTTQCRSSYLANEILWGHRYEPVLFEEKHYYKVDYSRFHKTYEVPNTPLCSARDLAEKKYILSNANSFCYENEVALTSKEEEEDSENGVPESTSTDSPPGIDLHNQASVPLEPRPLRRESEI
STK33 kinase inh: human STK33 kinase inhibition; Q9BYT3; purified STK33, MBP phosphorylation, ADP-Glo luminescence; inhibition, % at 10 µM; actives 0.073% (n = 320,000); AID 2661;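 active means inhibition at or above 25%, using the most active replicate where run in duplicate; inactive means inhibition below 25%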
Target sequence (Q9BYT3 whole entry, looked up): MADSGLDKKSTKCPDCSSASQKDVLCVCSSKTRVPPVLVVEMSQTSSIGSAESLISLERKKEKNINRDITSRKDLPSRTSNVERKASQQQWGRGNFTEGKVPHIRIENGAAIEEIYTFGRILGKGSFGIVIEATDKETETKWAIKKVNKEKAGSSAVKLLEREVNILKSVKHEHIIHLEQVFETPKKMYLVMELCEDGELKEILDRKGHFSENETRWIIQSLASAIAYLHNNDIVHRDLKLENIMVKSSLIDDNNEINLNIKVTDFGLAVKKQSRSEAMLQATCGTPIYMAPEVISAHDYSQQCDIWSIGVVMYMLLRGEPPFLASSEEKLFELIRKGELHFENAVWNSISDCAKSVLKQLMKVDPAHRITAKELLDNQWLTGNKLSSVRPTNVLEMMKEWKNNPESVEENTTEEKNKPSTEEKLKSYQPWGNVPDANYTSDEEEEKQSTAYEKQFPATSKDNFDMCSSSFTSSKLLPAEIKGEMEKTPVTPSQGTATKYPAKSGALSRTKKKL
Starred values were filed as active, the others as inactive; / = no result given.

SMILES	Kir21 block	STK33 kinase inh
Cc1ccc(/C=C2/Sc3ccccc3N(CC(=O)NCCCOC(C)C)C2=O)cc1	-1.2	-1.6
COc1ccc(Nc2cc(C)nc3c(C)cccc23)cc1OC	-3.4	0.4
O=C1c2ccccc2C(=O)N1CCOc1ccccc1	1.3	-1.8
CCOC(=O)C1CCN(C(=O)COC(=O)COc2ccc(Cl)cc2)CC1	1	-1.8
Cc1ccc(C)c(-n2cc(CNCCc3cnccn3)c(-c3ccccc3)n2)c1	0	-1.3
COc1ccc(C(C)=O)cc1Cn1nnc(-c2ccccc2Br)n1	-0.23	-0.9
CCn1c(NC(=O)C(C)C)c(-c2cccs2)c(=O)c2ccccc21	0.1	-0.9
Cc1cc2nc(-c3cccc(NC(=O)c4ccc(Br)o4)c3)oc2cc1C	0.32	-0.4
Cc1cccc2cc(C(c3nnnn3Cc3ccccc3)N3CCN(C)CC3)c(=O)[nH]c12 (stereo not given)	0.4	0.1
CCN(CC(=O)Nc1c(F)cccc1F)C(=O)Cc1csc(-c2ccc(OC)c(OC)c2)n1	0.2	-1.0

Grouped by structure, the compounds so far with a halogen.
SMILES	Kir21 block	STK33 kinase inh
CCOC(=O)C1CCN(C(=O)COC(=O)COc2ccc(Cl)cc2)CC1	1	-1.8
COc1ccc(C(C)=O)cc1Cn1nnc(-c2ccccc2Br)n1	-0.23	-0.9
Cc1cc2nc(-c3cccc(NC(=O)c4ccc(Br)o4)c3)oc2cc1C	0.32	-0.4
CCN(CC(=O)Nc1c(F)cccc1F)C(=O)Cc1csc(-c2ccc(OC)c(OC)c2)n1	0.2	-1.0

(listing goes on)
SMILES	Kir21 block	STK33 kinase inh
COc1ccc(-n2c(=S)[nH]c3[nH]ncc3c2=O)cc1	-0.47	-0.2
Cc1cccc2cc(C(c3nnnn3Cc3ccc4c(c3)OCO4)N3CCCC3)c(=O)[nH]c12 (stereo not given)	-0.22	1.7
O=C(NCc1ccco1)C(c1ccco1)N(Cc1cccs1)C(=O)Cn1nnc2ccccc21 (stereo not given)	-0.73	-1.4
COc1cccc(C(=O)NCC(=O)N/N=C/c2cccs2)c1	0.23	-1.3
Cc1ccc(C(=O)N[C@H](C(=O)OCC(=O)Nc2cccc(S(N)(=O)=O)c2)C(C)C)cc1	-1.6	-0.1
O=c1cc(-c2c(O)c3ccccc3n(Cc3ccccc3)c2=O)[nH][nH]1	0.08	0.8
Cc1c(NC(=O)CN2C(=O)NC3(CCCCC3)C2=O)c(=O)n(-c2ccccc2)n1C	0.07	-0.9
CC(=O)c1cccc(NC(=O)N2CCC(NC(=O)C34CC5CC(CC(C5)C3)C4)CC2)c1	1.7	-1.0
CC(C)OC(=O)c1cc(-c2ccc(C=O)o2)ccc1Cl	-0.95	-0.4
O=C1S/C(=C\c2ccc(N3CCOCC3)o2)C(=O)N1c1ccccc1	-5.9	-0.5
Cn1c(-c2ccc3c(c2)OCO3)cnc1NC(=O)CCC(=O)NCCc1ccccc1	0	-0.6
CC(C)CC1NC(=S)N(C2CCCCC2)C1=O (stereo not given)	0.59	-0.1
O=C1CC(NCc2ccc(F)cc2)C(=O)N1c1ccccc1 (stereo not given)	-0.13	0.1
COc1ccc(-n2c(=S)[nH]c3sc(-c4ccccc4)cc3c2=O)c(OC)c1	-0.03	-1.7
Cn1c2ccc(Br)cc2c2nnc(SCC(=O)O)nc21	0.74	-0.9
Fc1ccc(-c2nnc(Cc3ccc(Cl)cc3)o2)cc1	1.4	-0.7
COc1ccc(/C=N/NC(=O)c2cc(-c3ccc(C)cc3C)nc3ccccc23)cc1COC(C)=O	-0.01	-1.9
Cn1c(SCc2ccccn2)nc2c1c(=O)[nH]c(=O)n2C	0.67	1.1
CCc1ccccc1NS(=O)(=O)c1ccc(SC)cc1	-1.3	0.0
O=C(CS(=O)(=O)Cc1ccccc1)N1CCc2ccccc2C1	0	/
NNC(=O)c1ncoc1-c1ccc(Cl)cc1	0.27	1.1
O=C(CSc1nnc(-c2ccccc2)c(-c2ccccc2)n1)Nc1ncc(Cl)cc1Cl	-0.19	-1.0
C#CC(CC)(CC)NC(=O)Nc1ccccc1C(=O)OC	1.8	-1.1
Cc1ccc2c(c1)Sc1ccccc1CC2=O	-0.06	0.2
Cc1ccc(C(=O)NC(C(=O)Nc2cccc(S(N)(=O)=O)c2)C(C)C)cc1 (stereo not given)	0.01	-1.5
Nc1c(N=O)c(=O)[nH]c(=O)n1-c1ccccc1	-0.03	-3.5
CCOC(=O)CN(C(=O)CNC(=O)c1cccs1)C(C(=O)NC1CCCC1)c1ccncc1 (stereo not given)	-0.98	-0.8
O=C(COC(=O)CNC(=O)c1ccc(Cl)cc1Cl)NNC(=O)c1ccccc1	/	0.0
Cc1sc2ncnc(N3CCN(CCOc4ccc(Cl)cc4)CC3)c2c1C	0.22	-0.2
CC(=O)NS(=O)(=O)c1cccnc1Nc1cccc(Cl)c1	0.51	-0.5
CC1(C)CC(NC(=O)C23CCC(C)(C(=O)C2=O)C3(C)C)CC(C)(C)N1 (stereo not given)	1.4	-1.0
O=C(COc1ccccc1)N1CCCCCCC1	-1.4	-0.1
Cn1nc(C(F)(F)F)c(-c2ccc(F)cc2)c1NC(=O)c1cccnc1	1.5	-0.3
O=C(NNC(=O)c1ccc(O)cc1O)c1ccc(Cl)cc1	0.05	-1.0
COc1ccc(CC(=O)Nc2ccc(-c3nc4cc(C)ccc4o3)c(O)c2)cc1OC	0.02	-3.1
Cc1cccc(NC(=O)CCC(=O)N/N=C/c2ccco2)c1	-1.2	-0.6
CC(C)SCCCCOc1ccc2ccccc2c1	0.4	-1.5
COc1ccc(NS(=O)(=O)c2cccc(C(=O)NNC(=O)c3ccc(C)o3)c2)cc1	/	-0.6
O=c1oc(-c2ccco2)nc2sc3c(c12)CCCCC3	0.02	-0.4
O=C(NCC1CCCO1)c1ccc(NC(=O)c2cccc([N+](=O)[O-])c2)cc1 (stereo not given)	0.4	-0.6
CCN(CC)CC(O)COC(c1ccccc1)c1ccccc1 (stereo not given)	0.28	-2.3
CS(=O)(=O)N(CC(=O)N1CCCC1)Cc1ccccc1	0.32	-1.9
CCCc1cc(=O)[nH]c(SCC(=O)Nc2sc3c(c2C#N)CCCC3)n1	-0.49	0.4
Cc1ccc2c(c1)cc(C)c1nnc(SCC(=O)NCc3ccco3)n12	1.2	-2.0
CN(C)c1ncc(S(=O)(=O)c2ccc(Cl)cc2)c(-c2ccc(Cl)cc2Cl)n1	-0.06	1.9
Cc1c(Cl)cccc1NC(=O)CCC(=O)N/N=C/c1ccco1	-0.35	2.8
CCOC(=O)c1c(C)[nH]c(C)c1S(=O)(=O)NCC1CCN(Cc2ccc(C)cc2)CC1	0.32	-0.5
COc1cc(C(F)(F)F)c(C(=O)N(C)Cc2ccc(Cl)c(Cl)c2)cn1	-0.64	0.1
O=C(Cc1ccc(S(=O)(=O)N2CCOCC2)s1)NCC1CCCCC1	-0.15	-0.9
COc1ccc(C(=O)C(C)OC(=O)c2nc3nccc(C)n3n2)cc1 (stereo not given)	/	-0.8

Record cards (already shown). Values in the order: Kir21 block	STK33 kinase inh
CC1(C)CC(NC(=O)C23CCC(C)(C(=O)C2=O)C3(C)C)CC(C)(C)N1 (stereo not given) as listed: 1.4	-1.0
COc1ccc(Nc2cc(C)nc3c(C)cccc23)cc1OC as listed: -3.4	0.4
O=C1S/C(=C\c2ccc(N3CCOCC3)o2)C(=O)N1c1ccccc1 as listed: -5.9	-0.5
Cc1ccc2c(c1)cc(C)c1nnc(SCC(=O)NCc3ccco3)n12 as listed: 1.2	-2.0
CC(C)SCCCCOc1ccc2ccccc2c1 as listed: 0.4	-1.5

Carrying on:
SMILES	Kir21 block	STK33 kinase inh
Clc1ccccc1N1CCN(c2ncnc3nc[nH]c23)CC1	-0.02	-0.1
Nn1c(SCC(=O)Nc2nccs2)nncc1=O	0.06	-1.3
Cc1ccc(S(=O)(=O)N(C)c2ccc(C(=O)Nc3ccccn3)cc2)cc1	1.3	0.7
O=C(COC(=O)c1ccc(S(=O)(=O)N2CCCC2)cc1)Nc1cccc(F)c1	/	-1.5
O=C(/C=C/c1ccccc1)NNC(=O)c1ccco1	-0.1	-1.9
Cc1ccc(NC(=O)CSCC(=O)N(C)CC(=O)Nc2cccc3ccccc23)cc1	-0.47	0.4
Cn1cnc([N+](=O)[O-])c1Cl	-0.09	-1.1
Cc1cc(C)n(-c2ccc(C(=O)Nc3cccnc3Cl)cc2)n1	1	-1.4
COc1ccc(OC)c(-n2c(SCC(N)=O)nnc2-c2c[nH]c3ccccc23)c1	1.4	1.0
CN1CCN(c2ccc(NC(=O)CSc3nnnn3-c3ccccc3Cl)cc2)CC1	-0.56	1.7
O=C(Cc1c[nH]c2ccccc12)NCc1ccc(Cl)cc1	1.3	-2.7
CCCN(CCC)CCOc1cc(C)ccc1C(C)C	0.22	-2.7
COc1ccc(NC(=O)CC2C(=O)NCCN2C(=O)Nc2ccc(C(F)(F)F)cc2)cc1 (stereo not given)	0.42	-1.4
Cn1c(=NC(=O)c2ccco2)sc2ccccc21	0.32	/
COc1ccc(Cc2nnnn2CC(=O)O)cc1	0.38	-1.6
CCn1cc(C(=O)N[C@H](C(=O)O)C(C)C)c(=O)c2cc3c(cc21)OCO3	-0.38	1.0
CCOC(=O)c1n[nH]n(-c2cc(Cl)cc(Cl)c2)c1=O	0.35	5.6
COc1cc(/C=N/n2c(C3CCCCC3)n[nH]c2=S)ccc1O	-0.8	34*
Cc1ccc(C(=O)Nc2ccc3c(c2)OCCO3)c(Cl)c1	-0.6	2.5
CN(c1ccccc1)S(=O)(=O)c1cccc(C(=O)Nc2nccs2)c1	-1.8	-0.2
Cc1ccccc1Oc1nc2c(C)cccn2c(=O)c1/C=C(\C#N)C(=O)Nc1c(C)n(C)n(-c2ccccc2)c1=O	-2.1	0.4
O=C(Nc1ccc(Cl)c(Cl)c1)Nc1nnc(-c2ccncc2)s1	/	-1.4
COc1ccc(Cl)cc1NC(=O)CN(C)C(=O)c1cc2c(s1)CCC(C)C2 (stereo not given)	0.8	0.3
O=C(O)c1ccc(N/N=C/C=C/c2ccccc2)cc1	-0.72	0.7
COc1cccc(CCC(=O)N(C)C2CCCN(Cc3ccccc3F)C2)c1 (stereo not given)	-1.3	-1.5
CCCCOC(=O)c1cc(=O)[nH]c(=O)[nH]1	1	0.1
CCOC(CCn1c(SCC(=O)Nc2cc(C)on2)nc2ccccc2c1=O)OCC	0.41	0.3
CCOc1ncccc1C(=O)NCCN1C(=O)S/C(=C/c2cccs2)C1=O	1.9	0.1
CC1CCCN(S(=O)(=O)c2ccc(-c3ccc(=O)[nH]n3)o2)C1 (stereo not given)	0.71	0.7
Nc1nc(Cn2nnc(-c3ccccc3F)n2)nc(N2CCOCC2)n1	0.27	-0.4
COc1cccc(C(=O)NC(=S)Nc2ccc(N3CCCC3)cc2)c1	1.7	-0.6
Cc1cc(Nc2ccc3c(c2)OCCO3)c2cc(Cl)ccc2n1	-5.2*	2.6
CC1=NN(c2ccc(C)c(C)c2)C(=O)/C1=C/c1ccc2c(c1)n(C)c(=O)n2C	0.42	-1.4
CCN(CC)CCN(Cc1cc2ccc(C)cc2[nH]c1=O)C(=O)NC1CCCCC1	-0.1	-0.6
COc1cccc(OCCOc2ccc(/C=C3/SC(=S)NC3=O)cc2)c1	-1.2	0.2
CNc1ccc(S(=O)(=O)NCC(=O)OC(C)C(=O)N(C)Cc2ccccc2)cc1[N+](=O)[O-] (stereo not given)	/	-0.7
COCCn1c(C)cc(C(=O)CSc2nc3nc(C)cc(C)n3n2)c1C	-0.04	-1.5
Cc1nnc(NC(=O)CN2CCN(Cc3ccccc3Cl)CC2)s1	2.6	-0.5
Cc1ccc(Cl)cc1-n1ncc2c(NNC(=O)c3ccco3)ncnc21	0.18	0.4
CC(=O)c1cccc(NC(=O)CCNS(=O)(=O)c2cccc3nonc23)c1	-0.69	0.0
Cc1noc(C)c1-c1nnc(-c2ccc(OC(F)(F)F)cc2)o1	-0.35	-1.2
CC(C)NC(=O)NC(=O)COC(=O)C1(C)CC1(Cl)Cl (stereo not given)	0.62	-0.9
CNC(=S)N1CCC(NC(=O)C(Cc2ccc(OC)cc2)NC(C)=O)CC1 (stereo not given)	-0.16	1.0
COC(=O)CCCC1=CC2=C(c3ccccc3)C(=O)C(C)(OC(=O)C3CCCC3)C(=O)C2=CN1Cc1ccc2c(c1)OCO2 (stereo not given)	1.8	0.4
CCOc1ccccc1C(=O)NCc1ccco1	1.3	-0.9
O=c1[nH]nc(SCc2cc(Cl)ccc2Cl)c(=O)[nH]1	0.19	-1.4
CCS(=O)(=O)N1CCCC(C(=O)N2CCc3ccccc3C2)C1 (stereo not given)	-2.4	-0.7
CCn1cc(S(=O)(=O)CC(=O)Nc2cc(C)on2)c2ccccc21	-0.31	-0.1
O=C(CCCC(=O)OCC(=O)c1ccc(Cl)cc1)NC1CCCCC1	0.06	0.4
COc1ccc(Cl)cc1C(=O)NC1=NCCS1	-1.5	0.2

(cont.)
SMILES	Kir21 block	STK33 kinase inh
COc1ccc(CC(=O)OCC(=O)Nc2ccc(Cl)cc2C)cc1	/	1.0
CCC(=O)NC(=S)Nc1cccc(NC(=O)c2ccccc2Cl)c1	1.2	1.1
CC(=O)Nc1ccc(C(=S)NCc2ccco2)cc1	-0.76	1.0
O=C(OCC(=O)N1c2ccccc2Sc2ccccc21)c1ccc[n+]([O-])c1	/	-0.2
CCOC(=O)N1CCC(NC(=O)CCC(=O)N2CCOc3ccccc32)CC1	1.3	-2.0
Cc1nc(Nc2ccc(C(=O)O)cc2)nc(Nc2ccc(C(=O)O)cc2)c1[N+](=O)[O-]	-1.7	/
CCOC(=O)C1CCN(CC(O)COCc2ccc3c(c2)OCO3)CC1 (stereo not given)	-0.7	-0.5
O=C(NC(Nc1ccccn1)C(Cl)(Cl)Cl)c1ccccc1 (stereo not given)	-0.71	0.4
Oc1c(N=NC(=S)Nc2ccccc2F)c2ccccc2n1Cc1ccccc1F	-0.1	-0.4

This is a random part of the collection. Share with any hit: about 0.84%.
